Assay outcomes from PubChem.
SIAH1 antagonists – Siah-1 peptide-binding antagonists, primary screen, biochemical, fluorescence polarization, rhodamine-plectin, uHTS (AID 1817); Siah-1 / rhodamine-plectin peptide fluorescence polarization; higher % means a stronger effect; one-dose displacement, % at 20 µM; IC50 in µM for titrated hits; 290,000 compounds, 0.02% hits;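 active means displacement of at least 50% at 20 µM, with a fluorescence ratio check between 0.3 and a set limit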;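 further: plate controls were Siah plus tracer with DMSO for no effect and tracer alone without Siah for full effect; strong numbers were not always called active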
M17LAP inhibition – P. falciparum M17LAP inhibitors, primary screen, biochemical, fluorogenic H-Leu-NHMec substrate, 1536-well (AID 1619) | recombinant M17LAP, H-Leu-NHMec fluorogenic kinetic assay; higher % means a stronger effect | inhibition, % at 30 µM, or IC50 in µM where a hit was titrated | 220,000 compounds, 0.38% hits;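 active means compound inhibiting the enzyme by more than half at any dose during confirmatory dose-response retesting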;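 further: plate controls were full reaction with DMSO carrier for no effect and no enzyme background for full effect; strong numbers were not always called active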
Lipid droplet – modulators of hepatic lipid droplet formation; AML12 mouse hepatocytes, oleate lipid droplets, BODIPY imaging; inhibition, % at 6.5 µM; 240,000 compounds, 0.4% hits;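 active means lipid droplet intensity inhibited by at least 50%, with more than 500 cells counted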
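Assay system: AML12 hepatocytes (mouse); Probe or stimulus: oleic acid at 100 µM to induce lipid droplet formation; Dosing: compound at 6.5 µM only; Schedule: compound with oleate, overnight; Detection: fluorescence imaging, 20x objective, two fields per well; Measure: % inhibition of lipid droplet signal.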
UTI89 phage lysis – protection from phage-mediated lysis, alamar blue read-out – E. coli UTI89, K1F phage, bacterial capsule biogenesis inhibitors (AID 488966). E. coli UTI89 K1F phage lysis, alamar blue, 2 h; higher % means a stronger effect. one-dose inhibition, % at 100 µM; IC50 in µM for titrated hits. 340,000 compounds, 0.02% hits;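 active means phage lysis inhibition, versus mean bacterial control, above a set limit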;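 further: capsule biogenesis inhibitors block K1F phage lysis so surviving cells raise fluorescence; higher fluorescence means more inhibition of phage lysis; actives were called in the ten point dose series up to 300 µM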
PMI inhibitors – inhibitors of human PMI, primary screen, biochemical, fluorescence intensity, coupled assay (AID 1209). purified PMI enzyme, coupled fluorescence intensity; higher % means a stronger effect. one-dose inhibition, % at 20 µM; IC50 in µM for titrated hits. 190,000 compounds, 0.42% hits;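 further: plate controls were DMSO vehicle for no effect and wells lacking substrate for full effect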
XIAP antagonists – small molecules displacing peptide from XIAP – biochemical, IAP family, fluorescence polarization (AID 1018). XIAP BIR domain, fluorescence polarization peptide displacement; higher % means a stronger effect. one-dose displacement, % at 20 µM; IC50 in µM for titrated hits. 200,000 compounds, 0.007% hits; in the data active means displacement above about 50%; further: a part of the inactive calls stands beside numbers as strong as those of hits
P. falciparum M1AAP – malaria alanyl aminopeptidase activity blockers – biochemical, fluorogenic H-Leu-NHMec substrate, 1536-well (AID 1445); recombinant M1AAP, H-Leu-NHMec fluorogenic kinetic assay; higher % means a stronger effect; one-dose inhibition, % at 30 µM; IC50 in µM for titrated hits; 220,000 compounds, 0.42% hits;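 active means primary inhibition above the hit cutoff, then over 50% inhibition at one or more dose response concentrations, cut at about 23% in these data, passing the limit was not always enough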;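 further: plate controls were DMSO full reaction for no effect and no enzyme background for full effect; strong numbers were not always called active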
PMI inhibition – MPI inhibition at elevated mannose 6-phosphate – biochemical, fluorescence intensity, high mannose 6-phosphate, primary screen (AID 1220); 190,000 compounds, 0.66% hits; inhibition, % at 20 µM, or IC50 in µM where a hit was titrated; recombinant PMI enzyme, coupled fluorescence intensity; higher % means a stronger effect
TNAP activators – stimulation of alkaline phosphatase TNAP activity – biochemical, luminescent, no phosphate acceptor, uHTS, primary screen (AID 1001) | purified TNAP, luminescent activation assay, no phosphate acceptor; higher activation fold means a stronger effect | one-dose activation fold at 20 µM; EC50 in µM for titrated hits | 200,000 compounds, 0.03% hits; in the data active means activation fold from about 3, or a potency from the dose series; inactive means the rest, 99 in 100 with activation fold below about 1.6; further: many of its hits are not listed in these tables
Lipid droplet cells 6.5 µM – also measured in Lipid droplet; calls as there; cell count; measured here: cell count, cytotoxicity flag;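 cells counted across two imaged fields per well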
Numbers without * were called inactive; . = not tested or not shown; & = joins results of further samples; [ ] = remark or other dose. Unless noted, no stated cut-off is given here; in the data, active means inhibition above about 50%; inactive means the rest. This is a random part of the collection; about 1.9% have a hit in one of these screens.

item	Structure	SIAH1 antagonists	M17LAP inhibition	Lipid droplet	Lipid droplet cells 6.5 µM	UTI89 phage lysis	PMI inhibitors	XIAP antagonists	P. falciparum M1AAP	PMI inhibition	TNAP activators
1	COC(=O)C(OC(=O)c1ccc(OC)cc1)C(=O)OC	6.7%	-3.5%	-1.5	711	0.4%	-3.3%	-2.1%	-1.7%	-0.6%	1.1
2	COc1ccc(NS(=O)(=O)c2cc(NC(=O)CCSc3ccccc3)ccc2OC)cc1	4.5%	-5.8%	-10.1	650	2.2%	16.6%	-5.3%	-3.3%	8.4%	1.3
3	O=C(/C=C/c1ccco1)NC(=S)Nc1ccccc1N1CCOCC1	2.6%	-1.4%	.	.	1.5%	-9.1%	-1.4%	16.5%	-10.1%	1.1
4	CCC(C)NC(=O)C1(C)CCC(=O)N1Cc1ccccc1OC (stereo not given)	5.3%	-3.5%	-16.3	710	0.6%	8.5%	0.6%	-2.2%	4.9%	1.1
5	COc1cc(/C=N/NC(N)=O)c(Br)cc1OCC(=O)Nc1ccccc1C	2.1%	8.9%	.	.	0.1%	-21.6%	-3.8%	0.9%	-10.6%	1
6	CC(C)(C)OC(=O)N[C@@H](CC(=O)OCc1ccccc1)C(=O)O	2.8%	2.4%	3.7	704	-0.4%	-16.8%	-6.7%	-1.1%	-13.7%	1
7	O=C(Nc1ccc(Oc2cccnc2)nc1)c1ccc(C(F)(F)F)cc1	2.2%	-4.9%	1.8	676	-0.5%	.	.	12.2%	.	.
8	COc1ccc(CNc2cc(C)ccc2C)c(OC)c1OC	-2.4%	-6.9%	0.8	614	1.9%	15.4%	-1.8%	-0.8%	12.1%	1.1
9	CCCNC(=O)NC(=O)COC(=O)/C=C/c1cc(Br)ccc1F	-5.6%	-1.5%	0.0	672	0.0%	-1.4%	-5.5%	5.9%	1.8%	1
10	Cc1ccc(C(=O)N/N=C/c2ccc(S(=O)(=O)O)o2)c(Cl)c1	-1.2%	-54.9%	.	.	0.9%	-6.3%	0.5%	7.2%	-4.2%	1.1
11	CCOC(=O)C(C)n1cnc2sc3c(c2c1=O)CCC3 (stereo not given)	1.1%	17.9%	.	.	0.4%	-1.8%	-1.4%	5.7%	9.0%	0.9
12	COc1ccc(-n2cc(CNC3CCC(O)CC3)c(-c3cccc(F)c3)n2)cc1 (stereo not given)	3.6%	13.1%	-6.9	745	-0.4%	7.0%	-15.5%	3.0%	2.2%	1
13	COc1cc(NCc2ccccc2O)c2ncccc2c1	2.2%	2.1%	0.5	710	0.0%	.	.	9.4%	.	.
14	CC1=C(C(=O)Nc2ccccc2C(F)(F)F)C(c2sccc2C)NC(=S)N1 (stereo not given)	0.7%	-3.1%	1.2	642	-0.1%	7.7%	-8.7%	1.1%	10.8%	1
15	O=C(NCc1ccc2c(c1)OCO2)C(C(=O)c1ccccc1)n1cc(Cl)ccc1=O (stereo not given)	9.6%	26.3%	18.2	708	2.0%[50 µM]	5.3%	0.9%	2.3%	13.8%	1.1
16	C/C(=N\NC(=O)c1cccc(Br)c1)c1cccc(NC(=O)c2ccc(C)o2)c1	-6.0%	0.6%	.	.	4.0%	-6.0%	-9.6%	2.4%	5.4%	1
17	NC(=O)C1=C[C@@H](c2coc3ccccc3c2=O)C[C@@H](OCCCCO)O1	1.4%	8.5%	14.8	747	-0.5%	6.6%	-5.8%	0.0%	8.1%	1.1
18	CNc1ncc(-c2nnnn2-c2ccccc2)c(-c2ccccc2)n1	-1.5%	-3.6%	-13.5	719	-1.2%	.	.	-0.5%	.	.
19	CCOC(=O)CNC(=O)CSc1nc(-c2ccc(OC)cc2)ns1	1.6%	-12.0%	0.1	675	0.1%	2.9%	-1.2%	0.4%	-7.8%	1.2
20	NC(=O)c1ccccc1NC(=O)c1ccccc1F	-4.4%	-5.6%	3.9	727	0.9%	18.6%	-8.0%	-3.5%	8.0%	1.1
21	COCCn1c(CCc2ccccc2)n[nH]c1=S	11.6%	6.3%	-8.1	722	0.2%	2.8%	-8.4%	1.7%	2.0%	0.9
22	Cc1cccc2nc(CSc3nc4ccccc4o3)cn12	-2.0%	13.9%	3.5	742	8.6%	12.7%	2.7%	5.8%	7.9%	1
23	CCC(c1nnnn1C1CCCC1)N1CCC(C(N)=O)CC1 (stereo not given)	0.1%	1.4%	9.2	700	.	-6.8%	-1.8%	0.0%	0.2%	1.1
24	CC1(C)Cc2c(oc3ncn4ncnc4c23)CO1	2.1%	-5.8%	.	.	0.4%	4.3%	-3.2%	3.1%	0.8%	1.1
25	O=C(Nc1ccccc1)C1=C(O)CC(c2ccc(Cl)cc2)N2CCN=C12 (stereo not given)	0.3%	13.1%	-4.4	595	5.7%[50 µM]	6.0%	-3.8%	12.0%	5.4%	1.2
26	Cc1cc(NC(=O)c2ccc(Br)c([N+](=O)[O-])c2)no1	3.4%	12.0%	3.2	670	0.5%	2.1%	-7.5%	-7.0%	9.3%	1
27	CCCCC(=O)Nc1ccc(NC(=S)NC(=O)CC(C)C)cc1OC	-8.2%	2.7%	8.5	677	-1.0%	3.0%	-7.3%	12.0%	6.5%	1.1
28	O=[N+]([O-])c1nn(-c2ccc3c(c2)OCCO3)n(O)c1=NCc1ccc(F)cc1	-0.9%	5.3%	-33.6	641	1.0%	19.1%	-2.7%	3.3%	12.2%	1
29	Cn1cnnc1SC(C(=O)Nc1ccc(F)cc1)c1ccccc1 (stereo not given)	2.0%	-7.1%	0.3	714	1.1%	-12.1%	-3.6%	-0.9%	-9.9%	0.8
30	Cc1ccc(N=C(N(C)C)P(=O)(N(C)C)N(C)C)c(C)c1	-0.1%	14.0%	-5.2	679	0.2%	-16.0%	-6.1%	1.0%	-11.8%	1.3
31	COc1ccc(NC(=O)N2CCCCC2c2cccnc2)cc1 (stereo not given)	-4.1%	4.6%	11.0	635	2.3%[50 µM]	10.0%	-4.7%	4.4%	12.0%	1.1
32	Cc1ccc(Sc2sc(=O)n(C)c2S(=O)(=O)c2ccc(C)cc2)cc1	-0.9%	1.5%	32.2	711	-0.2%	-0.5%	2.9%	8.0%	-3.2%	1.1
33	COc1ccc(/C(=N/OC(C)=O)c2nccc3cc(OC)c(OC)cc23)cc1OC	-4.1%	30.5%	4.5	673	1.7%	.	.	6.5%	.	.
34	Cn1c(=O)cc(SCC(=O)Nc2cccnc2)c2ccccc21	1.8%	9.5%	.	.	-0.2%	-9.4%	-2.3%	1.5%	0.8%	1
35	N#Cc1ccccc1NC(=O)c1ccc(-c2ccccc2Cl)o1	-2.0%	-1.3%	-0.2	766	0.6%	14.6%	-5.1%	21.3%	15.2%	1
36	COc1c(Cl)cccc1-c1cn2ccccc2n1	0.3%	-4.4%	-5.1	687	0.8%	.	.	7.2%	.	.
37	Cc1nn(C)c(Oc2ccc(Cl)cc2)c1C(=O)O	3.7%	12.8%	10.4	687	0.3%	1.7%	1.1%	1.3%	9.6%	1.1
38	Clc1ccc2c(c1)CCc1cccnc1C2=C1CCNCC1	5.0%&1.7%	1.8%&-1.2%	-11.9	726	.	23.1%&9.6%	-5.7%&-0.4%	0.2%&4.1%	11.6%&0.5%	1.1&1.1
39	CCOc1cc(/C=N/NC(=O)C(C)Sc2ccccn2)ccc1O (stereo not given)	14.7%	15.5%	0.2	595	1.8%	-8.7%	-2.3%	5.8%	-14.5%	0.9
40	CC(C)NC(=O)NC(=O)CSc1nncn1C	1.5%	3.2%	-5.8	778	6.6%	8.3%	-10.2%	-3.8%	7.1%	1
41	CCN1C(=O)CC(C(=O)Nc2ccc(F)cc2)SC1=Nc1ccc2c(c1)OCO2 (stereo not given)	-3.8%	-0.4%	4.0	700	0.0%	9.5%	-7.6%	1.8%	8.5%	1.1
42	CN(C)/C=C1/C=C(c2ccccc2)OC1=O	2.7%	6.2%	12.1	762	3.8%	0.5%	-7.1%	4.0%	-4.5%	1
43	COc1ccc(C(=O)CSc2nnc(COc3ccccc3)n2Cc2ccco2)cc1	-1.0%	0.8%	.	.	0.5%	-2.1%	-1.6%	3.5%	-3.9%	1
44	CC(C)Cn1c(-c2csc3ccccc23)n[nH]c1=S	-5.1%	0.1%	.	.	2.9%	4.3%	1.0%	-0.3%	-1.0%	1.1
45	CC(Sc1ccccc1)C(=O)N/N=C/c1cccnc1 (stereo not given)	1.9%	34.7%	4.5	678	0.4%	-0.1%	-7.6%	8.8%	-7.3%	1.1
46	O=C(c1ccc(Cl)cc1[N+](=O)[O-])N(Cc1ccccc1)Cc1ccccc1	1.6%	-2.1%	-19.0	617	.	10.8%	-0.4%	7.6%	3.4%	1.1
47	Nc1nnc(SCC(=O)OCC(=O)Nc2ccc(Br)cc2F)s1	9.6%	26.8%	10.6	728	1.4%	1.5%	-7.7%	4.9%	-4.4%	1.1

Of the compounds above, six contain a furan ring, fused or not:
item	Structure	SIAH1 antagonists	M17LAP inhibition	Lipid droplet	Lipid droplet cells 6.5 µM	UTI89 phage lysis	PMI inhibitors	XIAP antagonists	P. falciparum M1AAP	PMI inhibition	TNAP activators
3	O=C(/C=C/c1ccco1)NC(=S)Nc1ccccc1N1CCOCC1	2.6%	-1.4%	.	.	1.5%	-9.1%	-1.4%	16.5%	-10.1%	1.1
10	Cc1ccc(C(=O)N/N=C/c2ccc(S(=O)(=O)O)o2)c(Cl)c1	-1.2%	-54.9%	.	.	0.9%	-6.3%	0.5%	7.2%	-4.2%	1.1
16	C/C(=N\NC(=O)c1cccc(Br)c1)c1cccc(NC(=O)c2ccc(C)o2)c1	-6.0%	0.6%	.	.	4.0%	-6.0%	-9.6%	2.4%	5.4%	1
24	CC1(C)Cc2c(oc3ncn4ncnc4c23)CO1	2.1%	-5.8%	.	.	0.4%	4.3%	-3.2%	3.1%	0.8%	1.1
35	N#Cc1ccccc1NC(=O)c1ccc(-c2ccccc2Cl)o1	-2.0%	-1.3%	-0.2	766	0.6%	14.6%	-5.1%	21.3%	15.2%	1
43	COc1ccc(C(=O)CSc2nnc(COc3ccccc3)n2Cc2ccco2)cc1	-1.0%	0.8%	.	.	0.5%	-2.1%	-1.6%	3.5%	-3.9%	1
